TrxR1 substrate – substrates of rat thioredoxin reductase 1; O89049; purified TrxR1 substrate turnover, NADPH consumption readout; Potency, µM (highest dose often 114 µM), without a hit: top-dose activity change, negative = substrate turnover; 390,000 tested, 0.01% active; further: on the % scale 0 is the no-effect control and ±100 the full control effect; nearly all actives have a fitted effect of over 50% in size
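Rat TrxR1, dispensed at 90 nM, was prereduced with 400 uM NADPH (final) for 5 min at ~22 deg C, then incubated with compound 15 min before 400 uM selenite. A first-read NADPH fluorescence drop versus no-compound background flagged substrates.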
USP1 inh – blocks the human USP1/UAF1 deubiquitinase complex; 390,000 tested, 0.23% active; Potency, µM (highest dose often 57.1 µM), without a hit: at the highest dose activity change, negative = inhibition, usual class: inhibitors; recombinant USP1/UAF1, Ub-Rhodamine cleavage fluorescence; further: on the % scale 0 is the no-effect control and ±100 the full control effect; nearly all actives have a fitted effect of over 60% in size; inactives centre near -12
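High-throughput fluorogenic screen: 1nM USP1/UAF1 complex, Ub-Rho substrate 150nM final, 50mM HEPES pH 7.8 with 0.5mM EDTA, 0.1 mg/ml BSA, 1mM TCEP and 0.01% Tween-20.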
Vif-APOBEC3F blk – inhibitors of Vif-A3F interaction | Potency, µM (titrated, usually from 46.1 µM), inactives show top-dose activity, negative = active | HeLa A3F-eYFP + Vif (tagged APOBEC3F with the HIV-1 protein that degrades it), YFP fluorescence increase | AID 602313 | 390,000 tested, 0.2% active; further: % of control where 0% means no effect; nearly all actives have a fitted effect of over 65% in size
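Fluorescence increase (Ex 488/Em 500-530) after overnight compound treatment at 37 deg C flags inhibition of Vif-driven A3F-eYFP loss in stable HeLa A3F-eYFP/Vif cells seeded overnight beforehand.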
RXFP1 agonist – agonists of human relaxin receptor RXFP1; Q9HBX9; HEK293T-RXFP1 cAMP TR-FRET, 30 min; response scale: percent of porcine relaxin response, buffer zero; Potency, µM (top dose mostly 57.5 µM), for the others: at the highest dose activation, actives largely listed as activators; 370,000 tested, 0.3% active; further: on the % scale 0 is the no-effect control and ±100 the full control effect; nearly all actives have a fitted effect of over 60% in size; many of its hits are not listed in these tables
Target sequence (Q9HBX9 whole entry, looked up): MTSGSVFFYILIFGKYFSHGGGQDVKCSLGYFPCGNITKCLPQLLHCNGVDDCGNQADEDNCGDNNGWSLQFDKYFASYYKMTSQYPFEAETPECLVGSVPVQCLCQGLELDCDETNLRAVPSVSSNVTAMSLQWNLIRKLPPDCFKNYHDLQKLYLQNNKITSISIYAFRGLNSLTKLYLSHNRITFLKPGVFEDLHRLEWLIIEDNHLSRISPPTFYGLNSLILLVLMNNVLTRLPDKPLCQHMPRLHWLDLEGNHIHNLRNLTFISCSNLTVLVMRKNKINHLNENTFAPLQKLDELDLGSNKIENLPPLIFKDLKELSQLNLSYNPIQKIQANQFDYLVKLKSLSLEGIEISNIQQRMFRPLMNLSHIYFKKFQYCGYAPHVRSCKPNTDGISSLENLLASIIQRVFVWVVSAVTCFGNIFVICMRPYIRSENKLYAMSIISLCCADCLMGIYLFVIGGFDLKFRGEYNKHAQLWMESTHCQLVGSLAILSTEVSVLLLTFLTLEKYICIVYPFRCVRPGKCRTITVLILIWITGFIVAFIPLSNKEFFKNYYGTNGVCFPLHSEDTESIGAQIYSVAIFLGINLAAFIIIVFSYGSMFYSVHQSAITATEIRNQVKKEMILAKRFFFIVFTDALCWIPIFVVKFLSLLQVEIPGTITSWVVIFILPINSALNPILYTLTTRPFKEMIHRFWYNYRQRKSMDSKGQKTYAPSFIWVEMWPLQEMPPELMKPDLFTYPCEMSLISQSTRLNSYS
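cAMP rise read by TR-FRET after 30 min, 37C compound exposure (up to 58 uM) in RXFP1-transfected HEK293 cells with Ro 20174 present. EC50 from Hill-equation fits, with 29 nM porcine relaxin as 100% and buffer as basal.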
Vif-APOBEC3G blk – inhibitors of Vif-APOBEC3G interaction; Q9HC16; HeLa A3G-eYFP + Vif (tagged APOBEC3G with the HIV-1 protein that degrades it), YFP fluorescence, overnight; Potency, µM (titrated, usually from 46.1 µM), without a hit: top-dose activity, negative = active, hits mostly inhibitors; 410,000 tested, 0.076% active; AID 602310;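 further: on the % scale 0 is the no-effect control and ±100 the full control effect; nearly all actives have a fitted effect of over 60% in size; hits raise eYFP signal because A3G escapes Vif-driven loss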
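Read-out is eYFP fluorescence (Ex 488/Em 500-530) from Vif-expressing HeLa A3G-eYFP cells; more signal means A3G escaped Vif-mediated degradation. Cells plated overnight, compound pinned in, incubated overnight at 37 deg C.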
RGS4 inh – human RGS4 inhibition. 390,000 tested, 0.039% active. Potency, µM (highest dose often 114 µM), inactives show top-dose activity change, negative = inhibition, actives largely listed as inhibitors. Transcreener GDP fluorescence polarization, RGS4-accelerated GTP hydrolysis. P49798. AID 504845; further: on the % scale 0 is the no-effect control and ±100 the full control effect; nearly all actives have a fitted effect of over 75% in size; some results filed as inactive show a strong effect at the top dose
Target sequence (P49798 whole entry, looked up): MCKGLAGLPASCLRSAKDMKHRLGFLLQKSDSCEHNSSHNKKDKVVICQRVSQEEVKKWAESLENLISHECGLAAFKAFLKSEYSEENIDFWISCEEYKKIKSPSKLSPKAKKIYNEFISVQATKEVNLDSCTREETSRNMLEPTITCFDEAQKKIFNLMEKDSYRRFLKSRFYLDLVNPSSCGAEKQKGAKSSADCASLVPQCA
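MLSMR compounds (23 nl, pin-transferred) preincubated 10 min at room temperature with a 500nM (2x) first reagent, then RGS4 at 900nM (2x) plus Transcreener GDP mix added; fluorescence polarization (620/688 nm) read before and after 90 min at 30 °C.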
TrxR1 inh – inhibitors of rat thioredoxin reductase 1; O89049; recombinant rTrxR1, NADPH fluorescence consumption, selenite substrate; Potency, µM (titrated, usually from 114 µM), inactives show at the top dose activity change, negative = inhibition, usual class: inhibitors; 390,000 tested, 1% active; AID 588453; further: on the % scale 0 is the no-effect control and ±100 the full control effect; nearly all actives have a fitted effect of over 65% in size
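Rat TrxR1 (90 nM in the dispensed reagent) was pre-reduced with 400 uM NADPH for 5 min at room temperature, then incubated with compound for 15 min. After 400 uM selenite was added, NADPH fluorescence (Ex 340/Em 450 nm) was followed for 8 min.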
ALOX12 inh – inhibitors of human 12S-lipoxygenase ALOX12; AID 1671190; 580,000 tested, 1.1% active; Potency, µM (top dose mostly 108 µM), without a hit: at the top dose activity change, negative = inhibition, most hits filed as inhibitors; purified 12hLO, xylenol orange hydroperoxide absorbance; P18054; further: on the % scale 0 is the no-effect control and ±100 the full control effect
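Purified human 12hLO (150 nM final) in 25 mM Hepes, 0.01% Triton X-100, pH 7.0 was preincubated 15 min at room temperature with compound. Then 40 uM arachidonic acid was added, 30 min. Hydroperoxide was read by Fe-XO absorbance ratio 573/405 nm.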
IDH1 R132H inh – inhibitors of human mutant IDH1 R132H; O75874; IDH1-R132H enzyme, NADPH consumption, diaphorase/resazurin fluorescence; Potency, µM (highest dose often 76.6 µM), without a hit: at the highest dose activity change, negative = inhibition, usual class: inhibitors; 390,000 tested, 0.093% active; further: on the % scale 0 is the no-effect control and ±100 the full control effect; nearly all actives have a fitted effect of over 65% in size
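IDH1-R132H (0.5 ug/mL) preincubated 30 min with compound, then NADPH (0.016 mM) and alpha-KG (2 mM) added; 80 min at RT, pH 7.5. Remaining NADPH coupled via diaphorase/resazurin to fluorescence (540/590 nm); concentration-response curves normalized to no-enzyme control.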
* marks the source's active call; other numbers are inactive results; ? = inconclusive; . = not tested or not shown; [ ] = remark or other dose. The call rests on the fitted dose curve; in most records, active means well fitted curve in the direction sought with a large enough effect; inconclusive means small, poorly fitted or top-dose-only effect, or another doubt; inactive means no such curve, though single readings can be large; an effect the other way counts as inactive or inconclusive. Potency means the concentration at half of the fitted maximal effect. These rows are one share of the data (hit frequency here may not be typical).

Sample of the layout:
Molecule	TrxR1 substrate	USP1 inh	Vif-APOBEC3F blk	RXFP1 agonist	Vif-APOBEC3G blk	RGS4 inh	TrxR1 inh	ALOX12 inh	IDH1 R132H inh
COC(=O)c1c(NC(=S)Nc2ccccc2Cl)sc(C)c1C	2.4%	0.3%	4.9%	7.8%	-29.5%	-36.5%	2.6%	.	-5.1%
Cc1nc2sc(C(c3ccccc3)N3CCOCC3)c(O)n2n1 (stereo not given)	4.3%	-1.1%	-2.6%	-4.1%	-2.2%	2.5%	2.1%	1.5%	0.4%

This part in full, previewed entries included:
Molecule	TrxR1 substrate	USP1 inh	Vif-APOBEC3F blk	RXFP1 agonist	Vif-APOBEC3G blk	RGS4 inh	TrxR1 inh	ALOX12 inh	IDH1 R132H inh
COC(=O)c1c(NC(=S)Nc2ccccc2Cl)sc(C)c1C	2.4%	0.3%	4.9%	7.8%	-29.5%	-36.5%	2.6%	.	-5.1%
Cc1nc2sc(C(c3ccccc3)N3CCOCC3)c(O)n2n1 (stereo not given)	4.3%	-1.1%	-2.6%	-4.1%	-2.2%	2.5%	2.1%	1.5%	0.4%
COc1ccc(-c2cc(C(=O)N(C)Cc3ccc(OC)c(OC)c3OC)c3ccccc3n2)cc1OC	1.0%	-20.9%	3.9%	.	-6.1%	7.5%	?	-3.5%	-0.7%
Cc1ccc(CN(C)C(=O)CSc2nnc3n2CCCCC3)c(C)c1	0.8%	2.0%	-0.2%	-0.7%	1.4%	1.3%	17.0%	172.9%[activator]	2.7%
COc1ccc(NC(=O)C(=O)c2cn(CC(=O)N3CCOCC3)c3ccccc23)cc1OC	-7.9%	-19.3%	-5.6%	-2.2%	0.6%	-0.9%	-4.0%	-2.9%	0.9%
O=C(NNC(=O)c1ccc(=O)[nH]c1)c1ccc(NS(=O)(=O)c2cccs2)cc1	-10.7%	-10.4%	8.0%	3.3%	5.1%	-11.1%	-9.5%	-6.7%	-3.9%
COc1cc2c(cc1NC(=S)Nc1cccc3ccccc13)oc1ccccc12	58.2%[activator]	-21.7%	-1.9%	0.4%	1.8%	?	-10.7%	?	2.2%
CCOC(=O)C1=C(COC(=O)c2ccc(C)c(S(=O)(=O)N3CCOCC3)c2)NC(=O)NC1C (stereo not given)	-14.0%	-14.1%	-10.2%	-0.3%	-6.4%	23.3%	-13.8%	-24.9%	-10.6%
COc1cccc(N/C(N)=N/c2nc(C(F)(F)F)cc(=O)[nH]2)c1	1.0%	-17.1%	2.8%	-0.8%	1.1%	2.8%	12.5%	18.1%	4.1%
CC1(C)Cc2ccccc2C(N/N=C/c2ccc([N+](=O)[O-])cc2)=N1	-1.6%	-25.7%	-9.1%	-1.2%	1.9%	-5.3%	7.8%	2.5%	0.0%
Cc1ccc(S(=O)(=O)N2CCN(C(=O)CCc3nc4ccccc4c(=O)[nH]3)CC2)c(C)c1	1.9%[57.1 µM]	-1.3%	4.5%	0.9%	-4.5%	23.9%	3.3%[57.1 µM]	-17.7%	0.0%
COc1ccc(NC(=O)N(O)C2(C#N)CCCCC2)cc1	-3.0%	-13.1%	5.2%	.	-0.9%	0.1%	-15.3%	-24.8%	-4.7%
COc1cccc(S(=O)(=O)N(C)C[C@H]2Oc3cc(Br)ccc3S(=O)(=O)N([C@@H](C)CO)C[C@H]2C)c1	.	17.8µM*	-12.2%	.	-5.7%	.	.	2.3%	-9.5%
CCOC(OCC)c1cn(Cc2ccc(C(=O)c3ccccc3)cc2)nn1	8.9%[57.1 µM]	-22.3%	-0.7%	0.3%	-21.6%	1.2%	9.1%[57.1 µM]	-1.4%	-6.3%
O=C(NCC(c1cccs1)N1CCOCC1)c1cc([N+](=O)[O-])ccc1Cl (stereo not given)	-4.7%	-23.7%	3.0%	0.1%	-0.9%	-24.6%	-11.5%	-6.0%	0.7%
O=C(Nc1cccc(Cl)c1)C1CCCCC1	-10.3%	-19.7%	1.8%	0.2%	1.3%	0.0%	-10.2%	-0.1%	0.0%
CCOC(=O)NN=C1CN(S(=O)(=O)c2ccc(C)cc2)C1	5.8%[57.1 µM]	-1.6%	4.5%	1.1%	-3.0%	9.1%	31.0%[57.1 µM]	-14.1%	-0.4%
O=C(Nc1ccc(N2CCN(C(=O)c3ccccc3F)CC2)cc1)c1ncn[nH]1	-5.3%[57.1 µM]	?	5.7%	-0.1%	3.6%	-3.1%	11.8%	7.0%	-11.2%
CCOc1ccc(S(=O)(=O)N(CC(=O)NCc2ccccc2OC)c2ccccc2)cc1	-1.1%	-20.8%	5.6%	5.5%	3.6%	1.5%	5.6%	-17.0%	5.0%
COc1ccc(C(=O)OCC(=O)c2ccc3c(c2)NC(=O)CO3)cc1S(=O)(=O)N1CCOCC1	3.8%	-12.1%	-0.9%	.	0.3%	3.7%	19.1%	-7.1%	-4.6%
CCOc1ccc2nc(NC(=O)CN3CCN(C)CC3)sc2c1	7.7%[57.1 µM]	0.9%	-3.6%	2.1%	1.6%	?	16.5%	30.5%[activator]	3.0%
ClCC1CN(Cc2ccccc2Cl)CCO1 (stereo not given)	-11.8%	-5.4%	-2.2%	0.5%	0.8%	10.3%	-20.7%	0.9%	-2.0%
Cc1cccc(NC(=O)Nc2ccc(C)cc2Br)c1	-0.4%	-19.8%	5.7%	0.1%	-22.7%	-1.0%	3.3%	2.4%	6.5%
O=C(Cc1ccc(F)cc1)NC1CCS(=O)(=O)C1 (stereo not given)	1.4%[57.1 µM]	-16.4%	0.4%	1.5%	0.3%	-16.2%	14.5%[57.1 µM]	-3.3%	4.1%
CCC1CCCCN1CCCNC(=O)c1cn(CC(C)C)c(=O)c2cc(OC)c(OC)cc12 (stereo not given)	9.3%	-10.7%	-19.5%	-1.0%	-2.2%	23.8%	21.7%	-2.9%	8.9%
CCOC(=O)/C(C(N)=NC(C)C)=C(\O)c1ccccc1	3.2%	-13.8%	5.9%	0.2%	-1.3%	2.3%	-0.8%	3.7%	0.8%
O=C(c1ccc2nc(Cc3cccc(Cl)c3)oc2c1)N1CCC[C@H]1CO	0.1%	-10.3%	-2.7%	-0.5%	0.1%	-2.9%	9.1%	14.5%	-6.6%
CCOCCCNC(=O)c1cc2sc(Cl)cc2n1CC	3.5%	-9.9%	-27.9%	0.1%	?	30.0%	14.4%	23.5%	13.9%
COC(=O)c1ccc(CN2CCCC(C(=O)Nc3cccc(-n4cccn4)c3)C2)cc1 (stereo not given)	-4.9%	-21.7%	4.8%	2.6%	3.1%	-3.8%	-13.0%	-0.5%	6.3%
CCN(c1ccccc1)S(=O)(=O)c1cccc(C(=O)NCC(c2cccs2)N2CCOCC2)c1 (stereo not given)	-9.4%	-4.9%	?	-1.1%	-0.9%	8.7%	-8.7%	18.8%	2.0%
CCN(CC(=O)Nc1cc(Cl)ccc1C)C(=O)C1CCCCC1	6.1%[57.1 µM]	-13.2%	3.1%	0.4%	-1.3%	13.1%	23.8%[57.1 µM]	-8.9%	5.1%
CCOc1ccc(S(=O)(=O)N(C)CC(=O)N2CCCC2)cc1	-6.2%	3.0%	0.7%	1.0%	5.2%	14.5%	11.2%	2.3%	-14.6%
O=C(COC(=O)c1ccccc1C(=O)c1ccccc1)NCc1ccc(F)cc1	-10.8%[57.1 µM]	-15.6%	6.2%	1.6%	1.4%	?	4.8%[57.1 µM]	?	2.7%
CN(C)CCCN(C(=O)c1ccc(S(=O)(=O)N2CCc3ccccc3C2)cc1)c1nc2ccc(F)cc2s1	2.1%	-10.0%	1.8%	0.4%	-4.1%	-43.1%	29.3%	?	-0.7%
COC(=O)c1cc(NC(=O)c2c(Cl)nc3sccn23)cc(C(=O)OC)c1	0.8%	-11.0%	2.2%	7.6%	-0.5%	-0.5%	-4.2%	-7.5%	-1.8%
COc1ccc(S(=O)(=O)N(CC(N)=O)C2CCCCC2)cc1Cl	-1.7%[57.1 µM]	2.5%	5.1%	1.9%	1.7%	-12.6%[11.4 µM]	-3.9%[57.1 µM]	3.7%	0.0%
CCCOc1ccccc1Cn1c(=O)oc2ccccc21	-0.3%	-20.0%	2.5%	-1.2%	-8.0%	-1.9%	25.0%	-0.8%	1.8%
Cc1ccc(S(=O)(=O)CC(O)CN2CCCC2=O)cc1 (stereo not given)	-10.7%	-5.3%	-7.8%	1.1%	-0.8%	-6.5%	-10.9%	-0.9%	3.7%
CCCCSc1nnc([C@H](C)NC(=O)OC(C)(C)C)o1	0.2%	-0.7%	1.6%	2.1%	0.1%	-18.5%	11.6%	10.4%	3.5%
CSCCC(NC(=O)c1ccccc1Br)C(=O)NNC(=O)C1COc2ccccc2O1 (stereo not given)	3.5%	-19.8%	1.4%	.	-5.9%	4.4%	26.4%	11.1%	-1.6%
COc1ccc(CNCC(O)(c2ccc(Cl)cc2)c2ccc(Cl)cc2)cc1OC	-7.8%	-13.1%	1.5%	0.5%	-23.9%	6.8%	-5.1%	?	-0.4%
Cc1nn(-c2ccccc2)c(Cl)c1C(=O)NCc1ccccc1F	-0.8%[57.1 µM]	-6.2%	9.6%	-0.5%	-4.9%	-7.4%	-6.3%[57.1 µM]	-5.7%	7.6%

Compound activity from PubChem BioAssay.
